# Screening data (PubChem)
# PPARg SRC1 recr – PPARgamma agonists recruiting SRC-1 coactivator, primary screen, biochemical. 200,000 compounds, 0.41% hits. AID 631, 2007. activation, % at 8 µM. PPARgamma-SRC-1 coactivator recruitment biochemical assay; in the data active = activation above about 19%;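 note: 0% = DMSO and 100% = reference agonist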
# Target sequence (P37231 whole entry, looked up): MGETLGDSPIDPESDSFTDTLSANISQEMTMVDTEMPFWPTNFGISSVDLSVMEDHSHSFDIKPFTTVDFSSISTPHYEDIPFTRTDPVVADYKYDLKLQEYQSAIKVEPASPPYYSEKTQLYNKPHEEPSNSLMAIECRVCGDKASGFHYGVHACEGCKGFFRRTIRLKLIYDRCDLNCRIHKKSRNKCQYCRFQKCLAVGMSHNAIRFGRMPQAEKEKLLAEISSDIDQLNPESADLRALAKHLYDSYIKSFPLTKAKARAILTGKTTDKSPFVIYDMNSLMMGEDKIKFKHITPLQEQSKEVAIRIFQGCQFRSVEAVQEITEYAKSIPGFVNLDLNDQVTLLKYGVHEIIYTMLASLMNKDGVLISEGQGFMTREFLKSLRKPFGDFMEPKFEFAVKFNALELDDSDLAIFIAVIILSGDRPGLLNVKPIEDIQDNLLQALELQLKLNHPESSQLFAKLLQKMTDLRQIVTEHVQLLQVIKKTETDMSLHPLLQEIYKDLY
# Diaph inh CS – diaphorase inhibitors and chemical oxidizers, primary screen, counter-screen for diaphorase-coupled primary assays, biochemical, uHTS, resorufin fluorescence | 190,000 compounds, 0.69% hits | AID 1217, 2008 | inhibition, % at 20 µM | diaphorase resazurin-to-resorufin fluorescence, NADH, 16 min; bacterial (C. kluyveri) enzyme, not human;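 active = primary screen inhibition at 20 µM above a set limit, cut at about 50% in these data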;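 note: plate controls were DMSO with full reaction for no effect and wells lacking NADH for full effect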
#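 Assay system – diaphorase enzyme from Clostridium kluyveri · Amount – diaphorase 0.14 U/mL (working solution) · Times – reaction incubation of 16 min at room temperature · Controls – No-NADH positive control and DMSO neutral control · Signal – resorufin fluorescence 544/590 nm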
# PPARg SRC2 recr – agonists of PPARg-SRC-2 recruitment, primary screen, biochemical, HTS; Peroxisome proliferator-activated receptor gamma (Homo sapiens), P37231; PPARgamma LBD-SRC-2 recruitment; activation, % at 8 µM; 200,000 compounds, 0.34% hits; AID 1032, 2008; in the data active = activation above about 22%;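 note: 0% = vehicle and 100% = reference agonist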
# Diaphorase act – compounds boosting diaphorase resazurin reduction – biochemical, uHTS, resorufin fluorescence, counter-screen for diaphorase-coupled primary assays, primary screen | 190,000 compounds, 0.005% hits | AID 1229, 2008 | activation factor at 20 µM | Diaphorase/resazurin coupled assay, 16 min; stronger effect = higher value; 1 = vehicle wells, 0 = NADH-free wells;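 active = diaphorase activity raised at least twofold by the compound at 20 µM; inactive = activation factor below 2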
#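 Measured by – red resorufin fluorescence at 544/590 nm excitation/emission · Test system – Clostridium kluyveri diaphorase, purified enzyme · Incubation – reaction time 16 min, room temperature · Buffer or medium – 50 mM HEPES pH 7.4 with 4.542 mM MgCl2, 0.005% Tween 20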
# PMI act – activators of human PMI, primary screen, biochemical, fluorescence intensity, near-Km mannose 6-phosphate. Mannose-6-phosphate isomerase (Homo sapiens), P34949. purified human PMI, coupled resazurin fluorescence, 20 min; stronger effect = higher value; 1 = vehicle control, 0 substrate-free wells. activation factor at 20 µM. 190,000 compounds, 0.005% hits;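 active = activation factor of 2 or more at 20 µM, relative to plate controls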
# Target sequence (P34949 whole entry, looked up): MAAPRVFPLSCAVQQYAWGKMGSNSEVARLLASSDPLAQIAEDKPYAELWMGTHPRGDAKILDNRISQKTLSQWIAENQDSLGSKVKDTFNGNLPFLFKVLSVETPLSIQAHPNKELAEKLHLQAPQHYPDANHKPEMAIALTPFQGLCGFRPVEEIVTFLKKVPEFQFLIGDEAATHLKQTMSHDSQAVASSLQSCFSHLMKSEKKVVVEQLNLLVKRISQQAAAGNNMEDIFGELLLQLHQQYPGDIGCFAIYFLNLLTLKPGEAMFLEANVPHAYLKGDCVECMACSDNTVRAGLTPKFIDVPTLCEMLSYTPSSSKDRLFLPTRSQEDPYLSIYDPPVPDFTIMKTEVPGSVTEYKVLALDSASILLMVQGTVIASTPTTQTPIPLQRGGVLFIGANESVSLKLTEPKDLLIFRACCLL
# ROMK primary – ROMK potassium channel modulators, primary screen, cell-based, thallium flux, MLSMR library. ATP-sensitive inward rectifier potassium channel 1 (Homo sapiens), P48048. Tet-inducible ROMK, thallium flux fluorescence; actives lie on both sides. B-score at 10 µM. 130,000 compounds, 2% hits. AID 1918, 2009;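 active = signal ratio slope over the read window, or its plate-corrected B-score, at least 3 SD from the plate mean, either direction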;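 note: B-score of the F/F0 ratio slope over 7 to 12 s after thallium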
# S1P3 antag – S1P3 receptor antagonists, primary screen, cell-based | Sphingosine 1-phosphate receptor 3 (Homo sapiens), Q99500 | CHO S1P3 NFAT-BLA reporter, FRET fluorescence, antagonist mode | inhibition, % at 4.98 µM | 170,000 compounds, 0.27% hits | AID 485, 2006;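 active = inhibition above the plate cutoff, the mean inhibition of test wells on that plate plus 3 SD, cut at about 28% in these data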;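 note: cells challenged with S1P at its EC80 of 0.8 µM; blue over green emission ratio from cleaved BLA substrate after 4 h stimulation; 0% = S1P-stimulated wells and 100% = unstimulated DMSO-only wells; some compounds past the cut are filed as inactive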
# PMI act hi M6P – human PMI activators, high substrate, primary screen, biochemical, fluorescence intensity, near-saturating mannose 6-phosphate | Mannose-6-phosphate isomerase (Homo sapiens), P34949 | coupled PMI enzyme assay, resazurin fluorescence, 20 min; stronger effect = higher value; 1 = untreated enzyme, 0 = substrate-free blank | activation factor at 20 µM | 190,000 compounds, 0.34% hits | AID 1216, 2008;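 active = activation factor of 2 or more at 20 µM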
#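 Test system: Human PMI in coupled enzyme assay | Input: 15 ng/mL PMI | Medium: HEPES-buffered pH 7.4 with magnesium and detergent | Compound: One concentration, 20 µM, in 1% DMSO | Incubation: Enzyme reaction with compound 20 min at room temperature | Detection: Diaphorase-driven resazurin-to-resorufin fluorescence, excitation 544, emission 590 nm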
# PPARg SRC3 recr – PPARgamma agonists recruiting SRC-3 coactivator, primary screen, biochemical | 200,000 compounds, 0.26% hits | activation, % at 8 µM | biochemical PPARgamma/SRC-3 coactivator recruitment assay | Peroxisome proliferator-activated receptor gamma (Homo sapiens), P37231; in the data active = activation above about 23%;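 note: 0% = DMSO and 100% = reference agonist; some compounds past the cut are filed as inactive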
# G6PDH counter – L. mesenteroides G6PDH inhibitors, counter-screen for G6PDH-coupled screening assays, biochemical, Leuconostoc mesenteroides enzyme | 200,000 compounds, 0.12% hits | inhibition, % at 5 µM | Purified L. mesenteroides G6PDH, diaphorase/resazurin coupled fluorescence, 45 min; in the data active = inhibition above about 50%
# SRC2 TRFRET art – TR-FRET signal artefacts, primary screen, artefact control for PPARgamma SRC-2 agonist project, biochemical; TR-FRET artefact counter-screen; stronger effect = higher value; TR-FRET ratio at 8 µM; 200,000 compounds, 0.4% hits; AID 1049, 2008; in the data active = TR-FRET ratio above about 2000; note: inactives centre near 1500
# The depositor's hits bear a star; . = not tested or not shown.
1	O=C(CN1C(=O)c2cccc3cccc1c23)Nc1ccc2c(c1)OCO2
2	NNC(=O)CN1CCCc2ccccc21
3	FC(F)Oc1ccccc1/C=N/n1cnc2ccccc21
4	CCOC(=O)CSc1nnc(CNC(=O)c2ccccc2OC)n1-c1ccc(OC)cc1
5	CC(CCCC(C)(C)O)CC1C2=C(CCCC2=O)OC2=C1C(=O)CCC2 (stereo not given)
6	Cn1nccc1C(=O)Nc1ccccc1C(=O)O
7	Clc1ccccc1-c1ccc(/C=N/Nc2nncc(-c3ccccc3)n2)o1
8	Cc1cccc(OCCCc2c(C)n[nH]c2C)c1

assay / compound	1	2	3	4	5	6	7	8
PPARg SRC1 recr	-2	14	-1	0	6	5	-3	6
Diaph inh CS	7	0	6	1	-6	7	-18	18
PPARg SRC2 recr	2	11	3	11	1	5	-6	5
Diaphorase act	0.9	1	0.9	1	1.1	0.9	1.2	0.8
PMI act	1	1.1	1	0.9	1.1	1.1	1.1	1
ROMK primary	.	0.33	-0.32	.	-0.6	0.04	-0.28	.
S1P3 antag	11	-7	3	-33	5	.	0	-10
PMI act hi M6P	0.8	1	1	1	1.1	1.1	1.1	1
PPARg SRC3 recr	5	7	2	-4	1	1	-1	-4
G6PDH counter	9	0	3	5	7	8	-9	-4
SRC2 TRFRET art	1447	1655	1725	1516	1408	1502	1429	1546

9	CC(C)CC(=O)NS(=O)(=O)c1ccc(NC(=O)c2ccco2)cc1
10	CCN(c1ccccc1)c1nc(=O)c2cccnc2s1
11	COC(=O)c1c(NS(=O)(=O)Cc2ccccc2)sc2c1CCCC2
12	CC(C)(C)c1ccc(OCC(=O)Nc2ccc3c4c(cccc24)C(=O)NC3=O)cc1
13	NS(=O)(=O)c1ccc(NC(=O)COC(=O)C2(c3ccccc3F)CCCC2)cc1
14	COC(=O)c1cc(NC(=O)c2ccc(F)cc2)cc(C(=O)OC)c1
15	O=C(NC1CCCCC1)c1ccc(S(=O)(=O)N2CCCCC2)cc1
16	O=C(Cn1nnc(-c2ccccc2F)n1)NCCc1ccccc1

assay / compound	9	10	11	12	13	14	15	16
PPARg SRC1 recr	5	5	0	14	-2	-2	-1	0
Diaph inh CS	.	25	11	20	13	15	14	5
PPARg SRC2 recr	13	2	4	14	-5	1	0	-11
Diaphorase act	.	0.8	0.9	0.8	0.9	0.8	0.9	0.9
PMI act	.	1.2	1	1	0.9	0.9	0.9	1.1
ROMK primary	0.11	-0.25	2.2	-0.47	.	0.15	0.15	.
S1P3 antag	-15	-3	.	-7	5	3	3	-20
PMI act hi M6P	.	1.1	1	0.9	1	0.9	0.9	1.1
PPARg SRC3 recr	3	5	-1	33*	3	4	-6	-8
G6PDH counter	5	2	6	7	5	15	2	16
SRC2 TRFRET art	1694	1464	1347	1795	1620	1358	1468	1461

17	Cc1ccc2nc3c(c(C(=O)OCC(=O)N(C)C4CCS(=O)(=O)C4)c2c1)CCCC3 (stereo not given)
18	Cc1onc(-c2c(Cl)cccc2Cl)c1C(=O)NCC1CCCO1 (stereo not given)
19	CCc1ccccc1NC(=S)N(CCN(C)C)Cc1cccs1
20	CC1=NN(C(C#N)c2c(C)nn(Cc3ccccc3)c2C)C(C)(C)C1 (stereo not given)
21	Cc1cc(/C=C(\C#N)C(=O)NCc2ccco2)c(C)n1C1CCCC1
22	CCOCCCNCc1ccc(OCCC(C)C)c(OC)c1
23	NCC/C=C1/c2ccccc2CSc2ccccc21
24	CS(=O)(=O)N(CCc1ccccc1)CC(=O)NCc1ccccc1Cl

assay / compound	17	18	19	20	21	22	23	24
PPARg SRC1 recr	-2	-1	4	11	2	6	1	5
Diaph inh CS	12	5	3	9	25	-1	0	7
PPARg SRC2 recr	5	4	-3	8	13	4	7	3
Diaphorase act	0.9	0.9	1	0.9	0.8	1	1	0.9
PMI act	1	0.9	1.1	1.2	0.9	1.1	1	1
ROMK primary	.	.	-0.12	-0.31	-0.95	0.37	-5.2*	-0.41
S1P3 antag	2	-14	2	-26	.	0	.	-8
PMI act hi M6P	0.9	0.9	1.1	1.1	0.9	1.1	1	1
PPARg SRC3 recr	1	12	5	1	5	-1	12	5
G6PDH counter	-4	-2	5	9	-3	14	4	0
SRC2 TRFRET art	1640	1525	1472	1639	1665	1521	1378	1550

25	COc1ccc(S(=O)(=O)N(C)CC(=O)N2CCN(c3ccc(F)cc3)CC2)cc1OC
26	CCOC(=O)c1ccc2nc(C)c3c(c2c1)OC(C)C3 (stereo not given)
27	CC1CCCCN1CC(=O)Nc1ccc(Oc2ccccc2)cc1 (stereo not given)
28	COc1ccc(NC(=O)Cn2cnc3ccccc3c2=O)cc1OC
29	Cc1ccc2oc(-c3ccco3)cc(=O)c2c1
30	O=C(COC(=O)c1ccc2c(=O)n3c(nc2c1)CCC3)Nc1ccc(OC(F)F)cc1
31	Cc1ccc(-c2noc(CN(C(=O)C(c3ccccc3)c3ccccc3)C(C)C)n2)cc1
32	Fc1cccc(NC(=S)N2CCCC2)c1

assay / compound	25	26	27	28	29	30	31	32
PPARg SRC1 recr	4	-3	1	-6	0	4	4	1
Diaph inh CS	15	3	6	-1	14	12	8	15
PPARg SRC2 recr	5	-3	3	-6	-10	5	-6	12
Diaphorase act	0.8	1	0.9	1	0.9	0.9	0.9	0.8
PMI act	0.9	0.9	1.1	1	0.9	1	0.9	0.9
ROMK primary	0.74	.	.	-0.56	0.15	0.33	.	0.15
S1P3 antag	.	-20	.	-2	-4	2	.	-14
PMI act hi M6P	0.9	0.9	1.1	1.1	1	0.9	1	1.1
PPARg SRC3 recr	12	-4	6	-2	6	0	13	4
G6PDH counter	6	6	0	7	6	-2	0	3
SRC2 TRFRET art	1757	1391	1429	1439	1597	1809	1566	1591

# Taken from above.
# no. 25 in Diaph inh CS is entered as 15
# no. 27 in Diaph inh CS is entered as 6
# no. 29 in PMI act hi M6P is entered as 1
# no. 30 in Diaphorase act is entered as 0.9
# no. 31 in G6PDH counter is entered as 0
# no. 28 in PPARg SRC3 recr is entered as -2

# (cont.)
33	COc1ccc(/C=N/NC(=O)Cn2c(Cc3ccc(OC)c(OC)c3)nc3ccccc32)cc1OC
34	CC(C)C(C(=O)Nc1ccc(S(=O)(=O)N2CCOCC2)cc1)N1C(=O)c2ccccc2C1=O (stereo not given)
35	CCCCCC(=O)N1CCCC(c2nc(-c3ccc(OC)cc3)no2)C1 (stereo not given)
36	COc1ccc(-c2n[nH]c(=S)n2-c2ccc3c(c2)OCCO3)cc1OC
37	O=C(OCC(=O)c1ccc[nH]1)c1ccc(S(=O)(=O)N2CCCCCC2)cc1
38	O=C(/C=C/c1c(Cl)nc2ccccn12)Nc1ccc(F)cc1
39	CCn1cc(CNC(=O)/C=C/c2ccc([N+](=O)[O-])cc2)cn1
40	COc1ccc(/C=C/C(=O)OCC(=O)NC(=O)NC(C)(C)C)cc1
41	Cc1ccc(/C=C/C(=O)NC2CCCCCCC2)o1

assay / compound	33	34	35	36	37	38	39	40	41
PPARg SRC1 recr	-1	4	10	2	-6	9	9	7	4
Diaph inh CS	9	3	13	11	16	15	21	0	20
PPARg SRC2 recr	-8	12	12	-1	-5	7	10	1	3
Diaphorase act	0.9	1	0.9	0.9	0.8	0.9	0.8	1	0.8
PMI act	0.9	0.9	1	1	1	1	0.9	1	1.1
ROMK primary	.	-0.086	.	0.34	.	0.83	.	-1.5	-0.95
S1P3 antag	4	.	.	-11	.	21	-10	-7	-8
PMI act hi M6P	0.9	1.1	1	1	0.9	1	1	1	1.2
PPARg SRC3 recr	-3	-2	7	4	-10	1	3	-1	5
G6PDH counter	-7	7	9	5	3	-6	-10	3	0
SRC2 TRFRET art	1608	1629	1543	1442	1410	1590	1615	1494	1663

# Nos. 38–41 of the list above:
38	O=C(/C=C/c1c(Cl)nc2ccccn12)Nc1ccc(F)cc1
39	CCn1cc(CNC(=O)/C=C/c2ccc([N+](=O)[O-])cc2)cn1
40	COc1ccc(/C=C/C(=O)OCC(=O)NC(=O)NC(C)(C)C)cc1
41	Cc1ccc(/C=C/C(=O)NC2CCCCCCC2)o1

assay / compound	38	39	40	41
PPARg SRC1 recr	9	9	7	4
Diaph inh CS	15	21	0	20
PPARg SRC2 recr	7	10	1	3
Diaphorase act	0.9	0.8	1	0.8
PMI act	1	0.9	1	1.1
ROMK primary	0.83	.	-1.5	-0.95
S1P3 antag	21	-10	-7	-8
PMI act hi M6P	1	1	1	1.2
PPARg SRC3 recr	1	3	-1	5
G6PDH counter	-6	-10	3	0
SRC2 TRFRET art	1590	1615	1494	1663

# Record cards (already shown).
# Profile of CC(C)C(C(=O)Nc1ccc(S(=O)(=O)N2CCOCC2)cc1)N1C(=O)c2ccccc2C1=O (stereo not given) : PPARg SRC1 recr = 4; Diaph inh CS = 3; PPARg SRC2 recr = 12; Diaphorase act = 1; PMI act = 0.9; ROMK primary = -0.086; S1P3 antag = .; PMI act hi M6P = 1.1; PPARg SRC3 recr = -2; G6PDH counter = 7; SRC2 TRFRET art = 1629
# Profile of Cc1ccc(/C=C/C(=O)NC2CCCCCCC2)o1 : PPARg SRC1 recr = 4; Diaph inh CS = 20; PPARg SRC2 recr = 3; Diaphorase act = 0.8; PMI act = 1.1; ROMK primary = -0.95; S1P3 antag = -8; PMI act hi M6P = 1.2; PPARg SRC3 recr = 5; G6PDH counter = 0; SRC2 TRFRET art = 1663

# Some of these compounds in order of their number in ROMK primary, rising.
cpd	SMILES	PPARg SRC1 recr	PMI act	ROMK primary	S1P3 antag	PMI act hi M6P
3	FC(F)Oc1ccccc1/C=N/n1cnc2ccccc21	-1	1	-0.32	3	1
9	CC(C)CC(=O)NS(=O)(=O)c1ccc(NC(=O)c2ccco2)cc1	5	.	0.11	-15	.
30	O=C(COC(=O)c1ccc2c(=O)n3c(nc2c1)CCC3)Nc1ccc(OC(F)F)cc1	4	1	0.33	2	0.9
